# Myeloid diff 2 – compounds promoting myeloid differentiation. calls only at 10 µM. 1% of 360,000 active. ER-HoxA9 myeloid progenitors, lysozyme-GFP differentiation, flow cytometry. AID 624256;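 active = normalized GFP-positive differentiation at or above the plate's own cutoff, the solvent-only control mean plus 3 SD; inconclusive = no clear call, values can overlap the other calls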;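 also: cells exposed to compound for four days before flow analysis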
# NOD1 NF-kB reporter – inhibition of NOD1-driven NF-kB reporter – cell-based, luminescence, uHTS, primary screen (AID 1578). one-dose inhibition, % at 4 µM; EC50 in µM for titrated hits. NOD1-driven NF-kB luciferase reporter cells, luminescence; higher % means a stronger effect. 1% of 290,000 active; in the data active = inhibition mostly above about 36%, no sharp cut-off; inactive = mostly below about 34%;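 also: HEK-293T reporter cells stimulated with the NOD1 agonist gamma-tri-DAP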
# KOR beta-arrestin-1 – KOR agonists, beta-arrestin recruitment, primary screen, cell-based, luminescence, uHTS (AID 1777); KOR beta-arrestin recruitment, luminescence; higher % means a stronger effect; activation, % at 10 µM, or EC50 in µM where a hit was titrated; 0.02% of 280,000 active; in the data active = activation above about 50%, passing the limit was not always enough; also: a part of the inactive calls stands beside numbers as strong as those of hits
# NOD2 inhibition – NOD2 signaling inhibitors, cell-based, luminescence, uHTS, HEK293 (AID 1566); one-dose inhibition, % at 4 µM; EC50 in µM for titrated hits; HEK293 NOD2/NF-kB luciferase reporter, luminescence; higher % means a stronger effect; 0.63% of 290,000 active; also: many of its hits are not listed in these tables
# HIV peptide binding – inhibitors of HIV fusion peptide binding, primary screen, biochemical, uHTS, fluorescence dequenching (AID 1986); 0.3% of 290,000 active; cell-free peptide binding, fluorescence dequenching, 30 min; higher % means a stronger effect; inhibition, % at 20 µM, or IC50 in µM where a hit was titrated; in the data active = inhibition mostly above about 52%, no sharp cut-off; inactive = mostly below about 76%; also: some results filed as inactive read as strong as hits
# GPR55 LPI antagonism – GPR55 antagonists blocking LPI-driven arrestin recruitment, primary screen, imaging, U2OS, beta-arrestin-GFP, LPI agonist (AID 2013) | 0.13% of 290,000 active | inhibition, % at 10 µM; hits with a dose series show IC50 in µM | U2OS GPR55 beta-arrestin-GFP translocation imaging, LPI antagonism; higher % means a stronger effect;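 active = spots per cell inhibited over 60%, with over 100 cells counted and total cytoplasm intensity under 500,000; inconclusive = wells with under 100 cells, flagged as likely toxic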;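 also: U2OS cells stably carrying GPR55 and arrestin-GFP stimulated by 5 µM LPI near EC80; imaged beta-arrestin-GFP aggregate spots per cell after agonist stimulation; plate controls were LPI-stimulated DMSO wells for no effect and DMSO wells without LPI for full effect; some results filed as inactive read as strong as hits; confirmed hits need IC50 under 10 µM and bright autofluorescent wells are also inconclusive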
# GPR55 activation – selective activators of receptor GPR55 – imaging, U2OS cells, beta-arrestin-GFP redistribution, primary screen (AID 1961). U2OS GPR55 beta-arrestin-GFP redistribution imaging; higher % means a stronger effect. one-dose activation, % at 10 µM; EC50 in µM for titrated hits. 0.048% of 290,000 active;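 active = activation above 40% with more than 50 cells counted in the well; inconclusive = wells holding fewer than 50 cells, flagged as toxic or sparse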;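 also: U2OS osteosarcoma cells stably expressing GPR55 and beta-arrestin-GFP; plate controls were DMSO negative control for no effect and LPI positive control for full effect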
# KOR beta-arrestin-2 – KOR antagonists, beta-arrestin recruitment, cell-based, luminescence, uHTS (AID 1778); one-dose inhibition, % at 10 µM; IC50 in µM for titrated hits; KOR beta-arrestin recruitment, luminescence, antagonist mode; higher % means a stronger effect; 0.091% of 290,000 active; also: strong numbers were not always called active
# GPR35 antagonists – inhibition of zaprinast-stimulated GPR35 beta-arrestin translocation – imaging, U2OS, beta-arrestin-GFP, zaprinast agonist, primary screen (AID 2058). U2OS GPR35 beta-arrestin-GFP translocation imaging, zaprinast antagonism; higher % means a stronger effect. inhibition, % at 10 µM; hits with a dose series show IC50 in µM. 0.052% of 290,000 active;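 active = inhibition of at least 50% with at least 30 cells and total cytoplasm GFP at most 10,000,000; inconclusive = under 30 cells or total GFP of 10,000,000 plus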
# Myeloid diff 2 GFP+ MAC1+ % – second read-out of Myeloid diff 2, no call of its own (marks repeat the call); GFP+ MAC1+ double positive, %; measured here: differentiation confirmed by MAC1 staining
# An asterisk follows results filed as active; i = inactive; ? = inconclusive; / = not tested or not shown; + = active, no number; [ ] = remark or other dose. Rule as the data show it, unless noted: active = inhibition above about 50%; inactive = the rest. Some of the compounds tested. The share of hits here may be higher or lower than overall.
# Below each compound: GPR55 LPI antagonism, NOD2 inhibition, Myeloid diff 2, KOR beta-arrestin-1, KOR beta-arrestin-2, GPR35 antagonists, HIV peptide binding, GPR55 activation, Myeloid diff 2 GFP+ MAC1+ %, NOD1 NF-kB reporter
Cc1c(Br)c(=O)[nH]c(=O)n1COCc1ccccc1
  -6%, 6%, i, -3.4%, 15%, -4%, -3.3%, 0.0%, 0.5, -1%
COc1ccc(NC(=O)CNC(=O)Cn2ccc3ccccc3c2=O)c(OC)c1
  -4%, 7%, i, -1.3%, -22%, -1%, 1.9%, 0.7%, 0.5, -3%
Cc1c(Cl)cccc1NC(=O)CCC(=O)c1cccs1
  -1%, 26%, i, -7.5%, 15%, -6%, -2.3%, 0.0%, 0.8, 6%
Cc1oc(/N=C/c2ccccc2)c(C#N)c1C
  9%, 3%, i, -4.9%, -13%[20 µM], 0%, 3.8%, 0.5%, 0.3, -3%
Cc1ccc2cc(CCNC(=O)CCCc3ccccc3)c(=O)[nH]c2c1
  7%, 11%, i, 1.7%, 7%, 0%, 0.1%, 0.3%, 0.4, -18%
CCc1ccccc1NC(=O)C1COc2ccccc2O1 (stereo unspecified)
  8%, -17%, i, -3.2%, -28%[20 µM], 11%, -2.4%, 0.6%, 0.5, 37%
CN(/N=C/c1cc([N+](=O)[O-])ccc1O)c1ccccc1
  2%, -36%, i, 3.8%, -18%, 4%, 3.4%, -0.1%, 0.5, -32%
CC1(C)C2CCC1(C)C(OCC[N+](C)(C)CC(=O)OC1CCCCC1)C2 (stereo unspecified)
  7%, 11%, i, -1.8%, -2%, -3%, 0.5%, 0.1%, 0.6, 6%
CC(=O)Nc1ccc(-c2csc(NNC(=O)c3ccccc3)n2)cc1
  8%, -34%, i, -3.9%, -34%[20 µM], 2%, -4.7%, -0.1%, 0.5, 5%
Cn1c(SCC(=O)N(C2CCCCC2)C2CCCCC2)nnc1-c1cccs1
  16%, 11%, i, 11%, 15%, -1%, -2.1%, -0.2%, 2.1, -12%
N#Cc1c(-c2cccs2)nc(SCC(=O)c2cccs2)[nH]c1=O
  16%, 28%, i, 0.5%, 0%, -21%, 50%, -0.1%, 0.7, 6%
O=C(COC(=O)c1cccs1)NCc1ccc2c(c1)OCO2
  -6%, -10%, +, 8.2%, -57%, -8%, 0.5%, -0.3%, 4.1*, -22%
CCOn1c(=O)c(-c2ccccc2)[n+]([O-])c2ccccc21
  7%, 4%, i, -4.6%, 32%, -4%, -2.3%, 0.0%, 0.5, -3%
Cc1ccc(C(=O)NCCOC23CC4CC(CC(C4)C2)C3)cc1
  7%, -7%, i, -0.5%, 5%, 12%, -3.5%, -0.1%, 2.0, /
Cc1ccc(S(=O)(=O)Cn2nnnc2CN2CCN(Cc3ccc4c(c3)OCO4)CC2)cc1
  11%, -12%, i, 2.4%, -26%, 7%, -0.2%, -0.2%, 0.6, -14%
O=C(COc1ccc(Cl)cc1Cl)NN1C(=O)C2C3C=CC(C3)C2C1=O (stereo unspecified)
  11%, 19%, i, -3.7%, 12%, 5%, -1.7%, -0.1%, 0.4, -4%
O=c1cc(Nc2ccc3c(c2)OCCO3)[nH]c(=O)n1C1CCCCC1
  -1%, -12%, i, 4.6%, 2%, 9%, -2.3%, 0.2%, 1.6, -36%
CC(=O)c1cccc(NC(=O)COC(=O)CCc2ccc(S(=O)(=O)N3CCOCC3)cc2)c1
  9%, 24%, i, -2.0%, 14%, -12%, 1.8%, 0.2%, 0.4, -30%
CCCCNS(=O)(=O)c1ccc(NC(=O)C(Sc2ccccc2)c2ccccc2)cc1 (stereo unspecified)
  1.1µM*, -27%, i, 2.0%, 30%, -19%, -0.1%, 0.6%, 0.3, 0%
Cc1ccccc1OCC(=O)Nc1ccc2c(c1)OCCO2
  -4%, -95%, i, 0.6%, 12%, 11%, -1.5%, 0.9%, 0.9, -15%

# 3 compounds out of the list above, arranged by the number in NOD2 inhibition, largest number first:
smiles	NOD2 inhibition
O=C(COc1ccc(Cl)cc1Cl)NN1C(=O)C2C3C=CC(C3)C2C1=O (stereo unspecified)	19%
Cn1c(SCC(=O)N(C2CCCCC2)C2CCCCC2)nnc1-c1cccs1	11%
CCc1ccccc1NC(=O)C1COc2ccccc2O1 (stereo unspecified)	-17%

# (list continues)
# Below each compound: GPR55 LPI antagonism, NOD2 inhibition, Myeloid diff 2, KOR beta-arrestin-1, KOR beta-arrestin-2, GPR35 antagonists, HIV peptide binding, GPR55 activation, Myeloid diff 2 GFP+ MAC1+ %, NOD1 NF-kB reporter
CCOC(=O)c1c(C)[nH]c(=S)c(C#N)c1-c1ccc(OC)cc1
  -7%, 10%, i, 0.7%, 5%, 6%, -2.1%, -0.2%, 0.6, 3%
COc1ccccc1NC(=O)c1c(O)c2ccccc2[nH]c1=O
  -9%, -44%, i, 1.5%, -27%, 10%, 1.5%, 0.0%, 0.4, -10%
CCn1cc(CN2CCCC(CNC(=O)COc3ccccc3OC)C2)c(C)n1 (stereo unspecified)
  -19%, 12%, i, 9.0%, -50%, -20%, 1.5%, 0.3%, 2.4, 17%
CCOc1ccc(/C(O)=C2/C(=O)C(=O)N(CCN(CC)CC)C2c2cccs2)cc1 (stereo unspecified)
  0%, -12%, i, 0.5%, -2%, -8%, 1.7%, 0.0%, 0.6, -10%
CC(C)(C)c1ccc(C(=O)N2CCNC(=O)C2CC(=O)Nc2ccc(F)cc2)cc1 (stereo unspecified)
  -3%, 1%, i, 5.8%, -26%, -3%, 1.0%, 0.7%, 0.2, -23%
CCC(C)NC(=O)c1ccc(-n2c(=S)[nH]c3ccccc3c2=O)cc1 (stereo unspecified)
  -2%, -36%, i, 1.6%, 38%, -4%, -2.4%, -0.6%, 0.0, 30%
O=C(Nc1nnc(SCc2ccccc2)s1)c1ccco1
  6%, -38%, i, -1.4%, -18%, 5%, -1.4%, 0.3%, 1.1, -55%
CN(C)CC1CCCCC1OC(=O)c1ccc(S(=O)(=O)N(C)c2ccccc2)cc1 (stereo unspecified)
  -10%, 7%, i, -2.5%, 6%, 2%, -1.2%, 0.7%, 0.8, -12%
Cc1ccc(S(=O)(=O)N2CCCC(C(=O)Nc3ccc(NC(=O)c4ccccn4)cc3)C2)cc1 (stereo unspecified)
  5%, -4%, i, 3.9%, 17%, 6%, 0.5%, -0.2%, 1.4, 21%
Cc1ccc(-c2c3c(=O)n(C)c(=O)n(C)c3cn2N2CCOCC2)cc1
  -4%, -5%, i, -2.0%, 13%, 1%, 0.7%, -0.1%, 1.0, -30%
CCc1ccc2[nH]c(=O)c(C(c3nnnn3Cc3ccc(OC)cc3)N3CCOCC3)cc2c1 (stereo unspecified)
  2%, 6%, i, -5.6%, -16%, 9%, 1.4%, 0.5%, 2.5, 5%
CCOC(=O)C1=C(C)NC(=O)NC1c1ccc(N(CC)CC)cc1 (stereo unspecified)
  15%, 14%, i, -4.5%, 24%, 14%, 0.1%, -0.2%, 1.4, -3%
Cc1ccc(-c2nnc(SCC(=O)N3CCOCC3)nc2-c2ccc(C)cc2)cc1
  9%, 10%, i, 0.0%, 2%, -1%, 0.2%, -0.1%, 0.8, -1%
CC(/C=C/c1ccc2c(c1)OCO2)=N/NC(=O)c1ccncc1
  4%, 6%, i, 0.4%, 2%, -2%, -0.5%, -0.1%, 0.4, 0%
CCn1c(SC)nc(O)c(C(c2ccc(OC)c(O)c2)c2c(O)nc(SC)n(CC)c2=O)c1=O
  2%, 6%, i, 0.3%, -5%, 4%, 2.4%, 0.0%, 0.9, 0%
Cc1cc(C)nc(/N=C(\N)Nc2ccc3c(c2)OCCO3)n1
  2%, -21%, i, -6.5%, -39%[20 µM], 19%, -1.1%, 1.2%, 0.2, -17%
COc1cc(C(O)P(=O)(OC(C)C)c2ccc(N(C)C)cc2)cc(OC)c1OC (stereo unspecified)
  8%, 9%, i, -6.5%, 19%, -1%, 62%, -0.3%, 1.1, -12%
N#CCCN1CCN(S(=O)(=O)c2ccc(S(=O)(=O)N3CCCC3)cc2)CC1
  1%, 10%, i, -2.5%, 2%, -5%, -2.4%, 0.3%, 0.9, -5%
COc1ccc(/C=N\NC(=O)COc2ccc(Cl)cc2Cl)c(C(=O)O)c1OC
  11%, 24%, i, -2.4%, 14%, 6%, 0.7%, -0.3%, 0.4, -5%
COCCC(=O)Nc1ccc2c(c1)CN(C(=O)CSC)CC2
  7%, -4%, i, 3.0%, 10%, 6%, -1.3%, -0.2%, 0.5, 8%
CCC(C)(C)NC(=O)c1sccc1Oc1ccc(F)cc1[N+](=O)[O-]
  9%, 21%, i, -2.1%, 29%, 2%, -0.8%, -0.1%, 0.3, -6%
Cc1ccc(NC(=O)Nc2c(C)n(C)n(-c3ccccc3)c2=O)cc1
  2%, -4%, i, -1.4%, 17%, 0%, -0.7%, -0.1%, 0.6, 0%
N#CC1(C#N)C(c2ccccc2)OC23CCCCC2C1(C#N)C(=N)O3 (stereo unspecified)
  10%, -4%, i, -1.1%, -8%, 2%, 21%, 0.6%, 0.4, -32%
Cc1ccc(C(=O)COC(=O)CCCC(=O)NC2CCCCC2)cc1[N+](=O)[O-]
  3%, -2%, i, -2.3%, 7%, 0%, 1.7%, -0.1%, 2.5, -35%
O=C(NCCc1nccs1)C1CCC(=O)N(CCc2ccc(Cl)cc2)C1 (stereo unspecified)
  4%, 18%, i, -2.9%, 26%, 1%, 1.2%, -0.1%, 0.9, -6%
O=c1c(-c2ccccc2)nc(-c2ccccc2)cn1O
  19%, -31%, i, -0.1%, -10%, 6%, 0.4%, 0.2%, 0.7, -57%
O=C(CSc1nc(-c2ccco2)cc(C(F)(F)F)n1)N1CCN(Cc2ccccc2)CC1
  1%, 25%, i, 8.7%, -20%, 2%, 10%, -0.2%, 2.3, 16%
O=c1c2ccccc2nnn1COc1cccc2ccccc12
  -7%, -54%, i, -2.5%, 26%, 1%, -1.1%, -0.3%, 0.7, -62%
O=C(NC1CC1)c1nc(Cn2ccc([N+](=O)[O-])n2)no1
  -11%, -17%, i, 5.1%, -44%, -12%, 0.0%, ?, 0.4, -6%
C=CCn1c(SCC(=O)NCC(=O)OCC)nnc1-c1ccccn1
  8%, 14%, i, 1.3%, 22%, -4%, 5.3%, -0.2%, 3.3, 2%
N/C(=N\OC(=O)CSc1ccccc1)c1ccc([N+](=O)[O-])cc1
  15%, -63%, i, -0.3%, 27%, 12%, -1.1%, -0.3%, 0.2, -37%
CC(NC(=O)COC(=O)c1ccc([N+](=O)[O-])s1)c1ccccc1 (stereo unspecified)
  8%, -5%, i, -3.0%, 10%, 9%, -1.4%, 0.6%, 1.3, -9%
